Screening data deposited in PubChem by Dana-Farber Cancer Institute and Novartis Institutes for BioMedical Research (Cambridge, Mass).
USP28 inh: inhibitors of human USP28 deubiquitinase; Ubiquitin carboxyl-terminal hydrolase 28 (Homo sapiens), Q96RU2; purified USP28, Ub-rhodamine cleavage fluorescence, 30 min; inhibition, % at 25 µM; 3% of 47,000 active
USP8 block: inhibitors of human USP8 deubiquitinase; Ubiquitin carboxyl-terminal hydrolase 8 (Homo sapiens), P40818; purified USP8, Ub-rhodamine cleavage fluorescence, 30 min; inhibition, % at 20 µM; 4.2% of 47,000 active; AID 1645853, 2021
UCHL1 block: inhibitors of human UCHL1 deubiquitinase; purified UCHL1, Ub-rhodamine cleavage fluorescence; inhibition, % at 20 µM; 0.2% of 47,000 active
Target sequence (P09936 whole entry, looked up): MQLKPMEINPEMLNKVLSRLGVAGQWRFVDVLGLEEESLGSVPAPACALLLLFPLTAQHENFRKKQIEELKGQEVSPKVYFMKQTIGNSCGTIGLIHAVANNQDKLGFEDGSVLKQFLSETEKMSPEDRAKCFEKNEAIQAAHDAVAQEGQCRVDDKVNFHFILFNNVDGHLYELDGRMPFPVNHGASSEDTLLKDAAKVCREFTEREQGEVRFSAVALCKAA
USP30 block: inhibitors of human USP30 deubiquitinase; Ubiquitin carboxyl-terminal hydrolase 30 (Homo sapiens), Q70CQ3; purified USP30, Ub-rhodamine cleavage fluorescence; inhibition, % at 25 µM; 5.3% of 47,000 active; AID 1645860, 2021
OTUD3 inh: inhibitors of human OTUD3 deubiquitinase; OTU domain-containing protein 3 (Homo sapiens), Q5T2D3; purified OTUD3, Ub-rhodamine fluorescence, 2 h; inhibition, % at 25 µM; 0.7% of 47,000 active; AID 1645858, 2021
USP10 block: inhibitors of human USP10 deubiquitinase; Ubiquitin carboxyl-terminal hydrolase 10 (Homo sapiens), Q14694; purified USP10, Ub-rhodamine fluorescence, 60 min; inhibition, % at 20 µM; 1.1% of 47,000 active
USP17 block: inhibitors of human USP17 deubiquitinase | Ubiquitin carboxyl-terminal hydrolase 17-like protein 5 (Homo sapiens), A8MUK1 | purified USP17, Ub-rhodamine cleavage fluorescence, 3 h | inhibition, % at 50 µM | 6.5% of 47,000 active | AID 1645855, 2021
Target sequence (A8MUK1 whole entry, looked up): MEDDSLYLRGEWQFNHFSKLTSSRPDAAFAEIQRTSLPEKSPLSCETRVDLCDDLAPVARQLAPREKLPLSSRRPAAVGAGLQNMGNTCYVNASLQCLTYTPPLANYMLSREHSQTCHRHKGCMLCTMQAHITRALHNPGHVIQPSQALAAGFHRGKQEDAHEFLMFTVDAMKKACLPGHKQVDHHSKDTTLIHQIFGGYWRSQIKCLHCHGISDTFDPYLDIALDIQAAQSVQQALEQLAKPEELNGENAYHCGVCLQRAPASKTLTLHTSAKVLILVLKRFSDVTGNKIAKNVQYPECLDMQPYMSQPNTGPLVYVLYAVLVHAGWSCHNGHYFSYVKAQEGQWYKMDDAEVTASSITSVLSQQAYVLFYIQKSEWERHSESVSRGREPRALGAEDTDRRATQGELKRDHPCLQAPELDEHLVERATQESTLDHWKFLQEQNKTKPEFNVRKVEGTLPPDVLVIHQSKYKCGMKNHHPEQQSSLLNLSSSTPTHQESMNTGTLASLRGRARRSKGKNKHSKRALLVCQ
USP7 block: inhibitors of human USP7 deubiquitinase; Ubiquitin carboxyl-terminal hydrolase 7 (Homo sapiens), Q93009; inhibition, % at 20 µM; purified USP7, Ub-rhodamine cleavage fluorescence; 0.3% of 47,000 active
* = called active by the depositor; · = not tested or not shown. Cut-off read from the data, not from the text of the source: active = inhibition above about 30%; inactive = the rest.

nr	canonical_smiles	USP17 block	OTUD3 inh	USP7 block	USP10 block	USP28 inh	USP8 block	UCHL1 block	USP30 block
1	O=C(CSc1ccc2ccccc2n1)c1ccc2c(c1)OCO2	8	19	3	-5	21	25	7	11
2	CC(=O)OC(C)[C@]12C=C(C)[C@H]3[C@H](C)[C@@H](O[C@H]4CC[C@@H](O)[C@@H](C)O4)C4=CC(=O)C=C(N1C(=O)C(C)=C2O)[C@]43O (stereo partly specified)	-23	6	0	-5	-9	-10	1	9
3	Cc1cc(S(=O)(=O)[C@H]2CS(=O)(=O)C[C@@H]2NCCC(C)C)ccc1F	-4	8	-2	-4	-1	-8	-1	-14
4	O=C1CN(Cc2ccc(F)cc2)S(=O)(=O)c2ccccc2N1Cc1ccccc1F	6	18	9	4	12	8	4	21
5	COc1ccc(C(=O)NCc2cnn3ccccc23)cc1	-29	-6	-1	-3	-6	-20	-2	-24
6	Cc1oc2ccc(NS(=O)(=O)c3ccc(F)cc3)cc2c1C(=O)OCc1ccccc1	6	7	13	20	60*	9	7	26
7	OCC(CNc1ncnc2scc(-c3ccc(F)cc3)c12)Cc1ccco1 (stereo unspecified)	0	-18	-10	-1	-9	-11	-4	-27
8	COc1ccc(-n2nnc(C(=O)Nc3ccccc3F)c2C)cc1	10	15	3	3	12	16	1	25
9	COc1cccc(NC(=O)Nc2ccc(NC(C)=O)cc2)c1	22	-7	4	2	51*	2	-1	-3
10	COc1ccc(C(=O)Cn2nc(C)cc2C)cc1	2	-1	-4	-2	-1	11	-3	-2
11	CN1CCC(N2CCC[C@H]2c2nc(-c3ccc(N4CCOCC4)nc3)no2)CC1	-23	-16	-5	-11	-23	4	-7	-27
12	C=C1CCC2[C@](C)(CCC[C@]2(C)C(=O)OC)[C@H]1CCc1ccoc1CNC(C)C (stereo partly specified)	18	30*	11	-3	24	11	5	24
13	O=S(=O)(Nc1cccc(O)c1)c1ccc2oc3ccc(S(=O)(=O)Nc4cccc(O)c4)cc3c2c1	39*	2	3	55*	20	9	2	43*
14	COc1ccc2c(c1)CC(NS(=O)(=O)c1ccc(C(C)=O)cc1)CO2 (stereo unspecified)	-14	-3	-1	-3	-8	-114	2	-3
15	N#Cc1c(-c2ccc(Cl)cc2)cc(-c2cccc(Br)c2)[nH]c1=O	13	28	-123	8	10	52*	8	23
16	Cn1nc(-c2nc(Cc3ccccc3)no2)c2c1CCN(C(=O)C1(c3ccccc3)CC1)C2	-8	-10	-2	0	0	-47	0	-3
17	COc1ccccc1CNC(=O)c1cc(S(=O)(=O)N2CCCC(C)C2)ccc1F (stereo unspecified)	12	17	9	7	25	5	4	18
18	CC(CCc1ccccc1)NC(=O)CSc1nc(-c2ccco2)nc2cc(=O)[nH]n12 (stereo unspecified)	-8	-6	1	2	-37	-15	-2	-106
19	O=C(c1cnco1)N1CCCC(c2ncc(Cc3cccc(Cl)c3)o2)C1 (stereo unspecified)	16	8	-5	-3	9	6	0	6
20	O=C(c1ccccc1)N1CCCC(c2nncn2-c2ccccc2)C1 (stereo unspecified)	-1	1	1	0	-4	-21	0	-4
21	COc1ccc(Cn2nnnc2CN2CCC(Nc3nc(C)cc(=O)[nH]3)CC2)cc1	-16	-7	-4	-2	-17	-50	-5	-13
22	Cc1ccc(Cn2c(=O)c3nc(C(=O)Nc4ccc(F)cc4C)nn3c3ccc(C)cc32)cc1	-8	-9	-40	-5	11	16	9	-82
23	Cc1ccc(NC(=O)c2cc(-c3ccncc3)n[nH]2)c(C)c1	2	6	5	0	6	3	1	16
24	CCOC(=O)c1cccc(NC(=O)Cc2cccc3ccccc23)c1	8	6	8	11	15	5	1	21
25	Cc1ccc2[nH]c(=O)c(CN(C(=O)Nc3ccc(F)cc3)C3CCCC3)cc2c1	0	0	2	-2	4	-2	-1	24
26	Cc1nc(N2CCN(C(=O)c3ccccc3)CC2)c2oc3ccccc3c2n1	28	16	0	-3	5	-3	2	11
27	CC(=O)Nc1ccc(CN2CC[C@H](c3nc4ccccc4n3C)C2)cc1	-25	-1	-15	-2	-3	14	1	-8
28	COCCN1C[C@H]2CCN(C(=O)c3cc(C)on3)CC[C@H]2S1(=O)=O	5	3	5	-2	3	6	-1	21
29	Cc1ccccc1N(CC(=O)N1CCN(c2ncccn2)CC1)S(C)(=O)=O	-2	1	-7	4	-12	0	-4	-18
30	O=C(Cn1c(=O)n(-c2ccccc2)c2ncccc21)NCc1ccccc1	23	-2	1	-4	0	-2	-5	-12

From compound 1 up to 13, copied from above:
nr	canonical_smiles	USP17 block	OTUD3 inh	USP7 block	USP10 block	USP28 inh	USP8 block	UCHL1 block	USP30 block
1	O=C(CSc1ccc2ccccc2n1)c1ccc2c(c1)OCO2	8	19	3	-5	21	25	7	11
2	CC(=O)OC(C)[C@]12C=C(C)[C@H]3[C@H](C)[C@@H](O[C@H]4CC[C@@H](O)[C@@H](C)O4)C4=CC(=O)C=C(N1C(=O)C(C)=C2O)[C@]43O (stereo partly specified)	-23	6	0	-5	-9	-10	1	9
3	Cc1cc(S(=O)(=O)[C@H]2CS(=O)(=O)C[C@@H]2NCCC(C)C)ccc1F	-4	8	-2	-4	-1	-8	-1	-14
4	O=C1CN(Cc2ccc(F)cc2)S(=O)(=O)c2ccccc2N1Cc1ccccc1F	6	18	9	4	12	8	4	21
5	COc1ccc(C(=O)NCc2cnn3ccccc23)cc1	-29	-6	-1	-3	-6	-20	-2	-24
6	Cc1oc2ccc(NS(=O)(=O)c3ccc(F)cc3)cc2c1C(=O)OCc1ccccc1	6	7	13	20	60*	9	7	26
7	OCC(CNc1ncnc2scc(-c3ccc(F)cc3)c12)Cc1ccco1 (stereo unspecified)	0	-18	-10	-1	-9	-11	-4	-27
8	COc1ccc(-n2nnc(C(=O)Nc3ccccc3F)c2C)cc1	10	15	3	3	12	16	1	25
9	COc1cccc(NC(=O)Nc2ccc(NC(C)=O)cc2)c1	22	-7	4	2	51*	2	-1	-3
10	COc1ccc(C(=O)Cn2nc(C)cc2C)cc1	2	-1	-4	-2	-1	11	-3	-2
11	CN1CCC(N2CCC[C@H]2c2nc(-c3ccc(N4CCOCC4)nc3)no2)CC1	-23	-16	-5	-11	-23	4	-7	-27
12	C=C1CCC2[C@](C)(CCC[C@]2(C)C(=O)OC)[C@H]1CCc1ccoc1CNC(C)C (stereo partly specified)	18	30*	11	-3	24	11	5	24
13	O=S(=O)(Nc1cccc(O)c1)c1ccc2oc3ccc(S(=O)(=O)Nc4cccc(O)c4)cc3c2c1	39*	2	3	55*	20	9	2	43*

Back to the main list, repeating the two entries before the break.
nr	canonical_smiles	USP17 block	OTUD3 inh	USP7 block	USP10 block	USP28 inh	USP8 block	UCHL1 block	USP30 block
29	Cc1ccccc1N(CC(=O)N1CCN(c2ncccn2)CC1)S(C)(=O)=O	-2	1	-7	4	-12	0	-4	-18
30	O=C(Cn1c(=O)n(-c2ccccc2)c2ncccc21)NCc1ccccc1	23	-2	1	-4	0	-2	-5	-12
31	O=C(c1ccccc1F)N1CCN(Cc2noc(-c3ccccc3)n2)CC1	-7	-2	-1	-1	-9	-9	0	-3
32	Cc1cc(C)nc(-n2nc(C)c3cc4c(nc32)CC(C)(C)CC4=O)n1	-22	-9	-1	0	-6	-2	-1	-18
33	Cc1nc(-c2ncc[nH]2)cc(C2CCCN(Cc3cscn3)C2)n1 (stereo unspecified)	-32	-15	1	-1	-26	0	-1	-15
34	CCN1CC[C@@]2(C(=O)N3CCCC3)CCN(C(=O)c3ccc(Cl)cc3)CC[C@@H]12	-1	0	·	0	·	-5	0	·
35	CCN1C(=O)CCc2cc(NC(=O)Cc3ccc(OC)c(Cl)c3)ccc21	-7	-12	0	-2	3	4	-4	-8
36	COc1ccc(S(=O)(=O)c2cnc3cc4c(cc3c2N2CCN(C)CC2)OCCO4)cc1	-23	-16	-2	-8	-22	-17	-1	-46
37	COC(=O)c1ccc(Cl)cc1NS(C)(=O)=O	-1	-3	0	0	-5	1	0	-214
38	COc1ccc(C2c3[nH]c4ccccc4c3C[C@@H]3C(=O)N(C4CCCCC4)CC(=O)N23)cc1 (stereo partly specified)	-35	-38	-119	-12	-43	-26	-9	-135
39	Cc1c(C(=O)N2CCC(C)CC2)c(S(=O)(=O)Nc2ccc(C#N)cc2)c(C)n1C	15	8	-27	1	9	11	0	19
40	N#Cc1cccc(CN2CCc3nc4ccccc4n3CC2)c1	-4	0	-1	2	-1	2	2	-1
41	Cc1c(Cl)cccc1NC(=O)C(=O)c1cn(CC(=O)N2CCOCC2)c2ccccc12	0	-4	0	-6	-21	-10	0	-26
42	CC(C)N1CCN(c2ccc3ccc(C(=O)N4CCC(N(C)C)CC4)cn23)CC1	-73	-42	-4	-1	-52	-34	-6	-198
43	COc1ccc(CNC(=O)CN2C(=O)C3CCCC3=Nc3ccccc32)cc1 (stereo unspecified)	22	25	7	20	14	83*	6	33*
44	CCN1C(=O)[C@H]2CN(C(C)=O)C[C@H]2C12CCN(C(=O)c1cccnc1)CC2	-6	-2	3	0	-2	-40	-1	0
45	COc1ccc(C)cc1NC(=O)c1ccc(-n2nc(C)cc2C)nn1	5	0	0	-1	-2	1	-5	-2
46	COc1ccc2c(c1)C(O)(c1c(C)[nH]c3ccccc13)C(=O)N2 (stereo unspecified)	-6	-3	-6	0	-2	-2	-1	-14
47	CCCC1Cc2c(sc3nc(SCc4ccc5ccccc5c4)nc(N)c23)CO1 (stereo unspecified)	17	5	-24	0	2	-3	-1	-16
48	O=C(C(=O)N1CCCc2ccccc21)c1cn(CC(=O)N2CCCCC2)c2ccccc12	-11	-5	-6	0	·	-1	-1	·
49	COc1ccc(Cn2c(CO)cnc2SCC(=O)Nc2cccc(C)c2)cc1	-15	-3	-11	2	-8	0	0	-10
50	Cc1cc2c(cc1CCc1cc3c(cc1C)OCO3)OCO2	0	0	2	3	-2	-6	-1	0
51	Cc1cc(C)n2nc(CN(Cc3ccccc3)C(=O)c3ccccc3)nc2n1	-6	-1	-3	-1	·	-2	-2	·
52	O=C(C1Cc2ccccc2CN1S(=O)(=O)c1ccc2c(c1)OCCO2)N1CCCC1 (stereo unspecified)	18	-1	5	0	8	1	3	2
53	Cn1nc(-c2ccccc2)c(COC(=O)c2cccc(Cl)c2)c1S(=O)(=O)c1ccccc1	11	6	10	8	10	22	6	23
54	COc1cc(/C=C(\C#N)c2nnc3n2CCCCC3)cc(OC)c1OC	1	2	3	-9	5	7	1	26
55	O=C1CN(C(=O)CNc2ccccc2N2CCCC2=O)c2ccccc2N1	0	2	0	0	-1	4	0	11
56	C=C1NC(=O)c2c(sc(C(=O)OCC(=O)NCc3ccc(OC)cc3)c2C)N1	-11	-8	5	0	2	-1	0	-3
57	CC(=O)NC(Cc1ccccc1C)C(=O)NC1CCN(C(=O)C2CC2)CC1 (stereo unspecified)	-12	0	0	-1	-13	-2	-2	0
58	COc1ccc(-c2nc(-c3nnn(Cc4cccc(F)c4)c3C)no2)cc1OC	7	5	2	-5	21	-1	1	4
59	CCn1ncc(S(=O)(=O)Nc2ccn(Cc3cccc(F)c3)n2)c1C	-2	0	-2	-2	1	0	-2	-2
60	Cc1cccc(N2CC(c3nnc(NC(=O)c4ccco4)s3)CC2=O)c1 (stereo unspecified)	14	12	-1	1	12	2	1	18
61	Cc1nn(-c2nc3ccccc3n2C)c2c1C(c1ccc(C#N)cc1)CC(=O)N2 (stereo unspecified)	5	12	2	2	7	4	1	5
62	Cc1ccc(CNC(=O)C2CCC3(CC2)CNC(=O)c2cc(Cl)ccc2O3)o1 (stereo unspecified)	-5	7	-2	-1	-2	-16	-2	9
63	CS(=O)(=O)c1cccc(-n2c(=O)n(Cc3ccccc3)c(=O)c3[nH]cnc32)c1	5	9	2	-3	6	10	1	0

Compounds were not picked by outcome; 13% or so of the library scored in one or more.
